Compound activity from PubChem.
DNMT1 inh = inhibitors of human DNMT1; P26358; DNMT1 molecular beacon, Hinp1I cleavage, fluorescence; inhibition (reported as % activation of signal), % at 10 µM; 360,000 compounds, 0.83% hits; AID 588458; in the data active means inhibition above about 50%
Target sequence (P26358 504-1616 limits assumed): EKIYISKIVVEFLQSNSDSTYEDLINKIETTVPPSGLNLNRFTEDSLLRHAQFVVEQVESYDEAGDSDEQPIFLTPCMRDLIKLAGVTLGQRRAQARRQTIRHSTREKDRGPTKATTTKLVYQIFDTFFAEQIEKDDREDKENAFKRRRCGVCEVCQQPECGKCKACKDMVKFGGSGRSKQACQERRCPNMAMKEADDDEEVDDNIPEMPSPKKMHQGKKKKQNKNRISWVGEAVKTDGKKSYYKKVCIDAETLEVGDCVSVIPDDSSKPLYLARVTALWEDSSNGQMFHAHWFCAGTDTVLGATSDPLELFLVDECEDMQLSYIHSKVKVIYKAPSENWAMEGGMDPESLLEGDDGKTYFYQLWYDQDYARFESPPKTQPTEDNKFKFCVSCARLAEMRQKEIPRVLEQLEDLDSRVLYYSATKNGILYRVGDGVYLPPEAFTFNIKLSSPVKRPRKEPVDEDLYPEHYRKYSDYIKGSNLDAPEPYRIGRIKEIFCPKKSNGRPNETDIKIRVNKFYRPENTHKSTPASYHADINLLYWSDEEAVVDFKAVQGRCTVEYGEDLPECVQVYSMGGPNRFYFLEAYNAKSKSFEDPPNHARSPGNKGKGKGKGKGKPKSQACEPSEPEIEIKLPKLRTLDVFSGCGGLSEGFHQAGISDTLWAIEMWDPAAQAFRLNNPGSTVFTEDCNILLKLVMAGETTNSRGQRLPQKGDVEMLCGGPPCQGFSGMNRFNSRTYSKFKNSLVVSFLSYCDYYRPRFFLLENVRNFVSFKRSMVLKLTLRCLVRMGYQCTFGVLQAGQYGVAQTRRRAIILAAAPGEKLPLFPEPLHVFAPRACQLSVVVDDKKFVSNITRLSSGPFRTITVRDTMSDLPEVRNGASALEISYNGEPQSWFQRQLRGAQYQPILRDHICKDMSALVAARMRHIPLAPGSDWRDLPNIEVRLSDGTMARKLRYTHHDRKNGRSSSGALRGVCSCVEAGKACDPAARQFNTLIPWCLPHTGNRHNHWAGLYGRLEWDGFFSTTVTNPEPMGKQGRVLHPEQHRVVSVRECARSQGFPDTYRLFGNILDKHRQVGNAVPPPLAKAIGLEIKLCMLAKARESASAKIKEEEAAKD
STEP block = STEP (human) phosphatase inhibition; recombinant STEP, OMFP fluorogenic substrate, fluorescence; inhibition, % at 20 µM; 360,000 compounds, 0.25% hits;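 active means inhibition at 20 µM, scaled per plate between control wells, above about 37%, limit read from the data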;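 further: 0% = DMSO with enzyme and substrate and 100% = substrate only without enzyme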
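Assay system: isolated STEP enzyme / Timing: 20 min at room temperature, dark / Doses: 20 µM, 1% DMSO / Technique: fluorescence intensity, excitation 480 nm, emission 540 nm / Reagent: fluorogenic phosphatase substrate OMFP at 25 µM final / Measure: percent inhibition scaled to no-enzyme and uninhibited-enzyme controls, plate-pattern corrected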
NadD block = NadD (S. aureus) enzyme inhibition; purified NadD enzyme, colorimetric absorbance read-out; inhibition, % at 20 µM; AID 602399; 360,000 compounds, 0.78% hits; in the data active means inhibition above about 26%; further: some compounds past the cut are filed as inactive
MT1-MMP act inh = inhibitors of human MT1-MMP activation; AID 651647; GFP/RFP ratio change, % at 20 µM; 360,000 compounds, 0.061% hits; HT1080 RFP-PRO-GFP cells, GFP/RFP ratio fluorescence, overnight; percent of plate control window, DMSO zero;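 active means GFP/RFP ratio change of at least 30% with cell ATP level not reduced by more than half and red fluorescence within 50% of control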; further: strong numbers were not always called active
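Assay system: HT1080 cells carrying an RFP-PRO-GFP reporter | Dosing: Single dose of 20 µM compound, 1% DMSO final | Incubation: Cells overnight before dosing, compound overnight, 37 °C, 5% CO2 | Evaluation: GFP/RFP fluorescence ratio | Control set: DMSO and RFP-L50D-GFP cell wells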
Rpn11 block = inhibitors of human proteasome Rpn11; calls only at 20 µM; human 26S proteasome, Ub4-pepOG fluorescence polarization; 20S core pre-blocked with epoxomicin; 360,000 compounds, 0.59% hits; O00487;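 active means inhibition at 20 µM, scaled to each plate's controls, above about 33%, limit read from the data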
CendR NRP1 mod = alters CendR peptide binding to human NRP-1; 360,000 compounds, 0.85% hits; FAM-RPARPAR peptide binding to NRP-1, fluorescence polarization; O14786; inhibition, % at 25 µM;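 active means inhibition or corrected inhibition above about 18%, plus a signal ratio from 0.5 to 1.5, limit read from the data, passing the limit was not always enough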; further: strong numbers were not always called active
LMPTP inh = blocks human LMPTP phosphatase; P24666; recombinant LMPTP-A, OMFP fluorogenic substrate, fluorescence intensity; inhibition, % at 20 µM; 360,000 compounds, 0.22% hits;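 active means compounds that cut the enzyme signal by at least half of the control window in the single-dose screen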;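 further: plate controls were DMSO wells with enzyme plus substrate for no effect and substrate without enzyme for full effect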
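Assay system: LMPTP-A enzyme. Input: 0.625 nM LMPTP-A final. Probe or stimulus: 400 µM OMFP. Compound dosing: single 20 µM dose. Schedule: 50 min dark incubation at room temperature. Detection: fluorescence intensity of OMFP turnover product. Read-out: percent inhibition versus substrate-only and uninhibited controls. Benchmarks: no-enzyme low control, uninhibited high control.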
SKN-1 inh = C. elegans SKN-1 inhibition; C. elegans VP596 Pgst-4::GFP/RFP ratio, acrylamide-induced, 24 h; inhibition, % at 21.8 µM; 360,000 compounds, 0.49% hits; AID 624304;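 active means interference check ratio from 0.5 to 1.5 plus GFP to RFP signal ratio inhibition reaching or exceeding a fixed threshold, cut at about 30% in these data, passing the limit was not always enough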; further: some compounds called inactive have numbers as strong as hits
Scp-1 inhibitor = inhibitors of human Scp-1 phosphatase; Q9GZU7; inhibition, % at 20 µM; 340,000 compounds, 0.88% hits; Recombinant Scp1, phosphopeptide, malachite green phosphate absorbance; AID 493091;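 active means inhibition above about 50% at 20 µM, limit read from the data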;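 further: plate controls were DMSO wells with enzyme for no effect and wells lacking enzyme for full effect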
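Test system – truncated SCP-1 phosphatase (76-261aa) · Reagent – Phosphorylated 17-residue peptide substrate · Incubation – 45 min room-temperature reaction, 5 min colour, 30 min stabiliser · Detection – colorimetric phosphate reagent with accelerator and stabiliser, absorbance at 630 nm · Measure – % inhibition at 20 µM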
SUMO1 PPI mod = SUMO1-SIM interaction modulation. P63165. SUMO1 binding to a labelled peptide, TR-FRET, 1 h. inhibition, % at 20 µM. 360,000 compounds, 0.33% hits. AID 602429; in the data active means inhibition above about 37%
* = called active by the depositor.

Sample of the layout:
`CCCCn1c(N)c(N(CC)C(=O)c2ccc3c(c2)S(=O)(=O)c2ccccc2C3=O)c(=O)[nH]c1=O` gave DNMT1 inh 0, STEP block -1, NadD block 2, MT1-MMP act inh 2, Rpn11 block inactive, CendR NRP1 mod -7, LMPTP inh -0.8, SKN-1 inh -4, Scp-1 inhibitor 0 and SUMO1 PPI mod -33.
OCC1(Cc2ccccc2)CCCN(Cc2c[nH]c3ccccc23)C1 (stereo not drawn) was read as DNMT1 inh 0, STEP block 2, NadD block -6, MT1-MMP act inh -2, Rpn11 block inactive, CendR NRP1 mod -4, LMPTP inh 1.3, SKN-1 inh -14, Scp-1 inhibitor -5 and SUMO1 PPI mod 3.

Main list, from the start:
`CCCCn1c(N)c(N(CC)C(=O)c2ccc3c(c2)S(=O)(=O)c2ccccc2C3=O)c(=O)[nH]c1=O` gave DNMT1 inh 0, STEP block -1, NadD block 2, MT1-MMP act inh 2, Rpn11 block inactive, CendR NRP1 mod -7, LMPTP inh -0.8, SKN-1 inh -4, Scp-1 inhibitor 0 and SUMO1 PPI mod -33.
OCC1(Cc2ccccc2)CCCN(Cc2c[nH]c3ccccc23)C1 (stereo not drawn) was read as DNMT1 inh 0, STEP block 2, NadD block -6, MT1-MMP act inh -2, Rpn11 block inactive, CendR NRP1 mod -4, LMPTP inh 1.3, SKN-1 inh -14, Scp-1 inhibitor -5 and SUMO1 PPI mod 3.
For c1ccc(-c2ccccc2OCc2nnc3n2CCC3)cc1 the results were DNMT1 inh 2, STEP block -1, NadD block -3, MT1-MMP act inh 1, Rpn11 block inactive, CendR NRP1 mod 12, LMPTP inh 1.1, SKN-1 inh -2, Scp-1 inhibitor 4 and SUMO1 PPI mod 1.
`CC(C)c1[nH]nc2c1C(c1ccco1)C(C#N)=C(N)O2` (stereo not drawn) gave DNMT1 inh -1, STEP block -3, NadD block 0, MT1-MMP act inh -1, Rpn11 block inactive, CendR NRP1 mod -5, LMPTP inh -0.1, SKN-1 inh -12, Scp-1 inhibitor -11 and SUMO1 PPI mod -1.
For CC1CC[C@@]2(OC1)O[C@H]1CC3[C@@H]4C[C@@H](O)[C@@]5(O)C[C@@H](O)[C@H](O)C[C@]5(C)[C@H]4CC[C@]3(C)[C@H]1[C@@H]2C (stereo partly drawn) the results were DNMT1 inh 1, STEP block -3, NadD block -5, MT1-MMP act inh 0, Rpn11 block inactive, CendR NRP1 mod -4, LMPTP inh -1.9, SKN-1 inh 7, Scp-1 inhibitor -9 and SUMO1 PPI mod -4.
For Cc1cccc(C(=O)Nc2ccc(N3CCN(c4ccc(C(F)(F)F)cn4)CC3)nc2)c1 the results were DNMT1 inh 70*, STEP block 77*, NadD block 9, MT1-MMP act inh 1, Rpn11 block active, CendR NRP1 mod -11, LMPTP inh 50, SKN-1 inh -6, Scp-1 inhibitor 10 and SUMO1 PPI mod 1.
`O=C(c1ccc(Cn2c(=S)[nH]c3ccc(N4CCOCC4)cc3c2=O)cc1)N1CCN(c2ccc(F)cc2)CC1` gave DNMT1 inh -9, STEP block 2, NadD block 20, MT1-MMP act inh -1, Rpn11 block inactive, CendR NRP1 mod 0, LMPTP inh 2.6, SKN-1 inh -3, Scp-1 inhibitor -9 and SUMO1 PPI mod 21.
`N#Cc1cnn2cc(CCN3CCOCC3)c(-c3ccc(F)cc3)nc12` gave DNMT1 inh 1, STEP block -4, NadD block -6, MT1-MMP act inh 1, Rpn11 block inactive, CendR NRP1 mod -12, LMPTP inh -1.7, SKN-1 inh 6, Scp-1 inhibitor -4 and SUMO1 PPI mod 0.
Screening COC1OC2COC(c3ccccc3)OC2C(OC(=O)c2ccccc2)C1OC(=O)c1ccccc1 (stereo not drawn) returned DNMT1 inh -8, STEP block 2, NadD block 0, MT1-MMP act inh 0, Rpn11 block inactive, CendR NRP1 mod -16, LMPTP inh 2.2, SKN-1 inh -2, Scp-1 inhibitor -13 and SUMO1 PPI mod 0.
Screening CSCC[C@H](NC(=O)c1cc([N+](=O)[O-])ccc1Cl)c1nc2ccccc2[nH]1 returned DNMT1 inh -4, STEP block 2, NadD block -2, MT1-MMP act inh -7, Rpn11 block inactive, CendR NRP1 mod 2, LMPTP inh -1.1, SKN-1 inh 11, Scp-1 inhibitor -1 and SUMO1 PPI mod -21.
COc1ccc(N(CC(=O)N2CCN(Cc3ccccc3)CC2)S(C)(=O)=O)c(OC)c1 was read as DNMT1 inh 7, STEP block 0, NadD block -4, MT1-MMP act inh 4, Rpn11 block inactive, CendR NRP1 mod 2, LMPTP inh -2.3, SKN-1 inh -9, Scp-1 inhibitor 3 and SUMO1 PPI mod 2.
Screening CCCC(C)NC(=S)Nc1cc(C)cc(C)c1 (stereo not drawn) returned DNMT1 inh 1, STEP block -2, NadD block -4, MT1-MMP act inh 3, Rpn11 block inactive, CendR NRP1 mod 11, LMPTP inh 2.0, SKN-1 inh -1, Scp-1 inhibitor 4 and SUMO1 PPI mod -2.
c1ccc(C2c3[nH]c4ccccc4c3CCN2Cc2cccn2-c2ccccn2)nc1 (stereo not drawn) was read as DNMT1 inh -9, STEP block -3, NadD block -1, MT1-MMP act inh -1, Rpn11 block inactive, CendR NRP1 mod -7, LMPTP inh 1.6, SKN-1 inh -8, Scp-1 inhibitor -1 and SUMO1 PPI mod -3.
`Cc1c(NC(=O)Nc2ccc(C#N)cc2)c(=O)n(-c2ccccc2)n1C` gave DNMT1 inh -1, STEP block 0, NadD block -9, MT1-MMP act inh 0, Rpn11 block inactive, CendR NRP1 mod -5, LMPTP inh -0.4, SKN-1 inh 20, Scp-1 inhibitor -10 and SUMO1 PPI mod 4.
Screening O=C1Nc2ccc(Br)cc2C1Cc1ccccc1F (stereo not drawn) returned DNMT1 inh -3, STEP block -1, NadD block 0, MT1-MMP act inh 4, Rpn11 block inactive, CendR NRP1 mod 11, LMPTP inh 1.0, SKN-1 inh -2, Scp-1 inhibitor -9 and SUMO1 PPI mod 16.
For COC(=O)[C@@]1(Cc2ccc(F)cc2)[C@H]2c3cc(C(=O)N4CCCC4)n(C[C@H](O)CO)c3C[C@H]2CN1C(=O)c1ccccc1 the results were NadD block -1, MT1-MMP act inh 0, CendR NRP1 mod -12, LMPTP inh -0.7, SKN-1 inh 12 and SUMO1 PPI mod 7.
For N#CC1CCCc2c1[nH]c1ccc([N+](=O)[O-])cc21 (stereo not drawn) the results were DNMT1 inh 3, STEP block 0, NadD block 1, MT1-MMP act inh -3, Rpn11 block inactive, CendR NRP1 mod 14, LMPTP inh 0.2, SKN-1 inh 8, Scp-1 inhibitor -4 and SUMO1 PPI mod -10.
For Cc1cccnc1C(NC(=O)C1CCN(CCOc2ccc(F)cc2)CC1)c1ccc(F)cc1 (stereo not drawn) the results were DNMT1 inh 2, STEP block -2, NadD block -6, MT1-MMP act inh 3, Rpn11 block inactive, CendR NRP1 mod -12, LMPTP inh -0.5, SKN-1 inh 6 and SUMO1 PPI mod 2.
O=C(N/N=C/c1cc([N+](=O)[O-])ccc1O)C(O)(c1ccccc1)c1ccccc1 was read as DNMT1 inh 3, STEP block 0, NadD block 0, MT1-MMP act inh 3, Rpn11 block inactive, CendR NRP1 mod -2, LMPTP inh 1.3, SKN-1 inh -2, Scp-1 inhibitor -10 and SUMO1 PPI mod -21.
Screening Cn1cccc1CC(=O)NNC(=S)Nc1ccc(Cl)cc1Cl returned DNMT1 inh -5, STEP block -1, NadD block 3, MT1-MMP act inh 2, Rpn11 block inactive, CendR NRP1 mod 0, LMPTP inh -0.7, SKN-1 inh 13, Scp-1 inhibitor -1 and SUMO1 PPI mod 1.
For O=C(Nc1c2c(nn1-c1cccc(Cl)c1)CS(=O)(=O)C2)c1ccco1 the results were DNMT1 inh 1, STEP block -7, NadD block 0, MT1-MMP act inh 3, Rpn11 block inactive, CendR NRP1 mod -1, LMPTP inh -1.5, SKN-1 inh 0, Scp-1 inhibitor -1 and SUMO1 PPI mod 8.
Screening CCCCn1c(N)c(N(CC(C)C)C(=O)CCCn2c(=O)oc3ccccc32)c(=O)[nH]c1=O returned DNMT1 inh 0, STEP block -2, NadD block -2, MT1-MMP act inh -2, Rpn11 block inactive, CendR NRP1 mod 17, LMPTP inh -0.9, SKN-1 inh -19, Scp-1 inhibitor -1 and SUMO1 PPI mod -1.
`CC(C)(C)NC(=O)COC(=O)c1ccccc1NC(=O)c1ccco1` gave DNMT1 inh 2, STEP block -2, NadD block 0, MT1-MMP act inh -2, Rpn11 block inactive, CendR NRP1 mod 6, LMPTP inh 1.2, SKN-1 inh -5, Scp-1 inhibitor 0 and SUMO1 PPI mod 1.
For Cc1c(C(=O)OCC(=O)N2CCCC(C)C2)oc2ccccc12 (stereo not drawn) the results were DNMT1 inh 1, STEP block 0, NadD block -2, MT1-MMP act inh 2, Rpn11 block inactive, CendR NRP1 mod -7, LMPTP inh -0.3, SKN-1 inh -9, Scp-1 inhibitor -6 and SUMO1 PPI mod 2.
Screening O=C1NC[C@H](CCCCN2C[C@H](Cc3ccccc3)N(CCc3ccc(O)cc3)C(=O)C2=O)N(CCC2CCCCC2)C1=O returned NadD block 21, MT1-MMP act inh 3, CendR NRP1 mod -2, LMPTP inh -0.2, SKN-1 inh 0 and SUMO1 PPI mod 6.
For Cc1ccc(NC(=O)COc2ccc(Br)cc2CO)cc1 the results were DNMT1 inh -8, STEP block -2, NadD block -9, MT1-MMP act inh 5, Rpn11 block inactive, CendR NRP1 mod 0, LMPTP inh -0.7, SKN-1 inh 12, Scp-1 inhibitor -2 and SUMO1 PPI mod -5.
For CC(=O)N1CCN(CC(c2ccccc2)c2ccccc2)CC1 the results were DNMT1 inh 4, STEP block -2, NadD block -3, MT1-MMP act inh -3, Rpn11 block inactive, CendR NRP1 mod -3, LMPTP inh -4.3, SKN-1 inh 31, Scp-1 inhibitor -5 and SUMO1 PPI mod 4.
CCOC(=O)NN1C(=O)c2ccccc2NC1c1ccccc1 (stereo not drawn) was read as DNMT1 inh 2, STEP block 0, NadD block 0, MT1-MMP act inh 1, Rpn11 block inactive, CendR NRP1 mod -5, LMPTP inh 3.0, SKN-1 inh 2, Scp-1 inhibitor -8 and SUMO1 PPI mod -1.
Screening NC(=O)C1CCN(C(=O)c2ccc(OCC(=O)Nc3cccc(C(F)(F)F)c3)cc2)CC1 returned DNMT1 inh 0, STEP block 0, NadD block 2, MT1-MMP act inh 4, Rpn11 block inactive, CendR NRP1 mod -11, LMPTP inh -0.5, SKN-1 inh -22, Scp-1 inhibitor -4 and SUMO1 PPI mod 1.
